TrxR1 substrate: is turned over as a substrate by rat TrxR1; purified TrxR1 substrate turnover, NADPH consumption readout; Potency, µM (doses to about 114 µM), for inactives: at the highest dose activity change, negative = substrate turnover; actives 0.01% (n = 390,000); AID 588456; also: potency is read from the fitted curve at half-maximal effect; % is scaled to controls: 0 for no effect and ±100 for the full control effect; nearly all actives have a fitted effect of over 50% in size
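Rat TrxR1, dispensed at 90 nM, was prereduced with 400 uM NADPH (final) for 5 min at ~22 deg C, then incubated with compound 15 min before 400 uM selenite. A first-read NADPH fluorescence drop versus no-compound background flagged substrates.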
USP1 inh: blocks the human USP1/UAF1 deubiquitinase complex | O94782 | recombinant USP1/UAF1, Ub-Rhodamine cleavage fluorescence | Potency, µM (highest dose often 57.1 µM), for the others: at the top dose activity change, negative = inhibition, actives largely listed as inhibitors | actives 0.23% (n = 390,000) | AID 743255; also: potency is read from the fitted curve at half-maximal effect; % is scaled to controls: 0 for no effect and ±100 for the full control effect; nearly all actives have a fitted effect of over 60% in size; inactives centre near -12
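USP1/UAF1 complex at 1 nM was preincubated with compound for 15 min at room temperature, then Ub-Rho substrate (150nM final) was added. Fluorescence (480/540 nm) was read kinetically, 6 reads every 60 seconds.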
D2 ag: agonists of human D2 dopamine receptor. HEK293 T-REx D2 cells, calcium flux agonist mode. actives 0.53% (n = 340,000). activation, % at 2 µM. AID 485358;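 active = activation over 3 SD above normal in the single-dose calcium agonist read, cut at about 30% in these data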; also: 0% is about no effect
Target sequence (P14416 whole entry, looked up): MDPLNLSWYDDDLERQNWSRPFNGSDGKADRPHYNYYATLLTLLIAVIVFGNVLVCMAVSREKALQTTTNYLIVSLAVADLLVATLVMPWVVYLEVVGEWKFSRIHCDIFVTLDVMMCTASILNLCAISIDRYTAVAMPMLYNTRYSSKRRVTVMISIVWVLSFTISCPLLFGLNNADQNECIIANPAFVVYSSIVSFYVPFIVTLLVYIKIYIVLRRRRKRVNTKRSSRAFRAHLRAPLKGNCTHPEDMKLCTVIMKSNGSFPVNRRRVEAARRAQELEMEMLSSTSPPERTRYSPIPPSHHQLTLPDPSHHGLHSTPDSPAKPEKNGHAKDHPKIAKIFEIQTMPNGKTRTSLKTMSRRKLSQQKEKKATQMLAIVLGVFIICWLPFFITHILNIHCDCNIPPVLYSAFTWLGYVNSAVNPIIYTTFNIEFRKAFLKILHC
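Agonism is scored from calcium flux in a force-coupled, inducible HEK293 cell line expressing D2, read kinetically for 180 s after compound addition against dopamine controls.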
Pin1 inh: inhibitors of human Pin1. Q13526. actives 0.009% (n = 390,000). Potency, µM (top dose mostly 115 µM), without a hit: top-dose activity, negative = inhibition, most hits filed as inhibitors. AID 504891. Pin1 FP peptide displacement, HiFluor488, 10 min; active = well fitted inhibition curve with a large enough effect in the polarisation, with a control signal flat, not every such curve was filed as active; inconclusive = small, poorly fitted or top-dose-only effect, or effect the other way, or a change in a side signal; inactive = no such curve, though single readings can be large or run the other way; the % refers to the polarisation; also: potency is read from the fitted curve at half-maximal effect; % is scaled to controls: 0 for no effect and ±100 for the full control effect
Target sequence (Q13526 whole entry, looked up): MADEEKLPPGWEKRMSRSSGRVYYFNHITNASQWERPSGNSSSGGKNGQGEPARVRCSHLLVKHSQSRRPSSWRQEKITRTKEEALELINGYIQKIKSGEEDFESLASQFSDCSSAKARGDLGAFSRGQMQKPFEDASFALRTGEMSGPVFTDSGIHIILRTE
TRHR agonist: activates the human TRH receptor; P34981; TRHR cells, calcium flux fluo-8, FDSS agonist mode; actives 0.18% (n = 360,000); activation, % at 2 µM; in the data active = activation above about 30%; also: 0% is about no effect
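Steps: seed TRHR cells overnight; add fluo-8 no-wash Ca dye, RT 30 min–1.5 h; record 10 s baseline; pin-transfer compounds; monitor fluorescence 1 cycle/s for the agonist window. Calcium increases flag candidate agonists.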
TRHR enhancer: allosterically enhances the human TRH receptor; P34981; TRHR cells, fluo-8 calcium fluorescence, EC20 TRH enhancement; enhancement, % at 2 µM; actives 0.66% (n = 360,000); in the data active = enhancement above about 30%; also: 0% is about no effect
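TRHR-expressing cells loaded with fluo-8 calcium dye were read kinetically (ex 480/em 530) during compound addition, then stimulated with an EC20 of TRH (10 nM final). Enhancement of the Gq-mediated intracellular calcium response was scored.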
rTrxR1 inhibitor: inhibitors of rat thioredoxin reductase 1; actives 1% (n = 390,000); Potency, µM (highest dose often 114 µM), inactives show at the top dose activity change, negative = inhibition, usual class: inhibitors; AID 588453; O89049; recombinant rTrxR1, NADPH fluorescence consumption, selenite substrate; also: potency is read from the fitted curve at half-maximal effect; % is scaled to controls: 0 for no effect and ±100 for the full control effect; nearly all actives have a fitted effect of over 65% in size
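Rat TrxR1 (90 nM in the dispensed reagent) was pre-reduced with 400 uM NADPH for 5 min at room temperature, then incubated with compound for 15 min. After 400 uM selenite was added, NADPH fluorescence (Ex 340/Em 450 nm) was followed for 8 min.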
IDH1 R132H inh: blocks human mutant IDH1 R132H enzyme | O75874 | IDH1-R132H enzyme, NADPH consumption, diaphorase/resazurin fluorescence | Potency, µM (series often up to 76.6 µM), without a hit: at the highest dose activity change, negative = inhibition, actives largely listed as inhibitors | actives 0.093% (n = 390,000) | AID 602179; also: potency is read from the fitted curve at half-maximal effect; % is scaled to controls: 0 for no effect and ±100 for the full control effect; nearly all actives have a fitted effect of over 65% in size
Target sequence (O75874 whole entry R132H, stated change not applied): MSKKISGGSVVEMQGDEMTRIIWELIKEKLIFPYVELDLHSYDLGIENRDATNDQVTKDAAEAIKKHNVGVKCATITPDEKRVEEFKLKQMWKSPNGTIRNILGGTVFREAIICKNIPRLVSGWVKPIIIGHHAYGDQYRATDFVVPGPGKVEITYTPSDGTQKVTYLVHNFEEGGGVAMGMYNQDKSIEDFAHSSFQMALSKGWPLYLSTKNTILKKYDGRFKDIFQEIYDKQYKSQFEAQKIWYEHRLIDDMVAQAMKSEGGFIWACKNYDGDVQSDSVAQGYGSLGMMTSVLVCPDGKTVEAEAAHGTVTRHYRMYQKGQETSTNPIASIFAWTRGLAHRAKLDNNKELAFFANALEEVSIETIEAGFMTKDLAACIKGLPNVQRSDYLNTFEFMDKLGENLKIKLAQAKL
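IDH1-R132H (0.5 ug/mL) preincubated 30 min with compound, then NADPH (0.016 mM) and alpha-KG (2 mM) added; 80 min at RT, pH 7.5. Remaining NADPH coupled via diaphorase/resazurin to fluorescence (540/590 nm); concentration-response curves normalized to no-enzyme control.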
D2 antagonist: D2 dopamine receptor (human) antagonism; P14416; HEK293 TREx D2 cells, calcium flux, dopamine EC80; inhibition, % at 10 µM; actives 2% (n = 340,000); in the data active = inhibition above about 30%; also: 0% is about no effect
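HEK293 T-REx D2 cells, tet-induced, calcium dye no-wash. Cpd pintool add, 180 s kinetic, then EC80 DA, 180 s kinetic. Ca flux read.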
The depositor's hits bear a star; ? = inconclusive; nt = not tested or not shown; & = joins results of further samples; [ ] = dose if it differs, or a comment. Unless noted, calls follow the shape of the dose curve; as a rule, active = well fitted inhibition curve with a large enough effect; inconclusive = small, poorly fitted or top-dose-only effect; inactive = no such curve, though single readings can be large or run the other way. The list is partial, so the mix of outcomes need not match the whole.

SMILES | TrxR1 substrate | USP1 inh | D2 ag | Pin1 inh | TRHR agonist | TRHR enhancer | rTrxR1 inhibitor | IDH1 R132H inh | D2 antagonist
O=C(CCc1nnc(Cc2ccc3c(c2)OCO3)o1)NC(c1ccccn1)C(F)(F)F (configuration not stated) | 1% | -21% | 0.5 | -9% | -0.5 | 5 | 7% | 5% | -3
Cc1cn(CC2COC(C)(C)O2)c(=O)[nH]c1=O (configuration not stated) | -6% | 9% | 0.9 | -3% | 0.8 | 9 | 4% | 0% | 13
CCn1cc(/C=C(\NC(=O)c2ccccc2F)C(=O)N2CCOCC2)c2ccccc21 | 2%[57.1 µM] | -11% | 0.2 | 5% | -0.1 | -4 | 17%[57.1 µM] | 2% | 3
COc1ccc(/C=C2\SC(=O)N(CCNC(=O)C3CC4C=CC3C4)C2=O)cc1 (configuration not stated) | 2%[57.1 µM] | -26% | 0.8 | 5% | 0.1 | -4 | 22%[57.1 µM] | 9% | 0
COc1ccc(/C=N/NC(=O)c2ccc3nc[nH]c3c2)cc1 | -2%[57.1 µM] | 11% | 0.3 | 6% | -0.7 | 3 | -14%[57.1 µM] | 2% | -19
O=C(Nc1nncs1)c1cccnc1Cl | -2% | -3% | 0.5 | -2% | 0.3 | 4 | 8% | -2% | -12
Cc1nonc1NC(=O)CSc1nc2c(C)cccc2cc1C#N | 5% | -19% | 13 | ? | 17 | 1 | 10% | 10% | -5
Cc1ccc(CN2C3=NC(=O)CN3c3ccccc32)cc1 | 7%[57.1 µM] | -21% | -0.5 | -1% | 0.1 | 0 | -6%[57.1 µM] | 7% | 1
O=C(c1ccc2c(c1)OCCO2)N1CCN(S(=O)(=O)c2c(F)cccc2F)CC1 | 3% | nt | -0.2 | -6%&-2% | -0.4&0.0 | -4&-2 | 22% | nt | -12
COCCNC(=O)CCCn1c(SCc2ccccc2C)nc2c(sc3ccccc32)c1=O | 9% | 1% | -2.3 | 38%[activator] | -0.3 | 12 | 21% | 4% | nt
Cc1ccc(Nc2cc(C)nc3ncnn23)c(C)c1 | 6%[57.1 µM] | -17% | -3.3 | -2% | -0.1 | -5 | 21% | 0% | -14
COc1ccc2[nH]c(=O)c(CN(Cc3ccccc3OC)Cc3nnnn3CC3CCCO3)cc2c1 (configuration not stated) | 13%[57.1 µM] | -13% | -1.5 | ? | -0.1 | 14 | -14% | 3% | 0
CCC(C)NC(=O)Cn1c(=O)n(-c2cc(OC)cc(OC)c2)c(=O)c2ccccc21 (configuration not stated) | 4% | -17% | nt | -1% | 0.3 | -1 | 14% | 0% | nt
CC1=C(C(=O)Nc2ccccc2)C(c2ccc(Cl)cc2)n2c(s/c(=C/c3cccc(OCC(=O)O)c3)c2=O)=N1 (configuration not stated) | -12% | -18% | 0.0 | ? | 1.0 | 1 | -23% | 6% | 1
Cc1ccccc1NC(=O)c1c(Cl)nc(C)c(Cl)c1C | -3%[57.1 µM] | -16% | 0.4 | -2% | -0.2 | -8 | -8%[57.1 µM] | 2% | 4
CCn1c(C)c(C)c2cc(C(=O)NCc3cccc(C)c3)ccc21 | 6%[57.1 µM] | -4% | 0.1 | 50%[activator] | -0.1 | 3 | 16%[57.1 µM] | 2% | nt
Cc1ccc(C)c(-n2c(SCC(=O)Nc3nonc3C)nnc2-c2ccoc2C)c1 | -1%[57.1 µM] | -11% | -2.1 | -3% | 0.0 | -11 | 8%[57.1 µM] | -1% | -2
COc1ccc(CNC(=O)CCSCc2cccc(Cl)c2)c(OC)c1 | -11% | -20% | 0.7 | -2% | -0.3 | 0 | -4% | -3% | 9
CCC1C(=O)CC(c2ccccc2)NC1c1ccccc1 (configuration not stated) | -5% | -18% | -1.2 | 2% | -0.4 | -3 | 0% | 2% | -21
CCn1cc(C(=O)OCC(=O)Nc2c(C)cccc2C)c(=O)c2ccc(C)nc21 | 5%[57.1 µM] | 2% | 0.2 | 1% | -0.6 | -10 | ? | 3% | 4
CCc1ccc2nc(NC3=NCN(CCN4CCOCC4)CN3)nc(C)c2c1 | nt | nt | -0.2 | nt | 0.0 | -3 | nt | nt | -2
CCN1CCN(c2cc(C)c3cc(NC(=O)/C=C/c4cccc(OC)c4OC)ccc3n2)CC1 | -6% | -8% | -0.8 | 4% | -0.4 | -2 | 0% | 8% | nt
COc1ccc2c(c1)c1nnc(SCC(=O)N3C(C)CCCC3C)nc1n2C (configuration not stated) | -5% | 2% | 1.3 | 10% | -0.6 | -2 | -1% | -4% | 1
CCOC(=O)C1CCN(C(=O)Cn2nc(C)c3c(C)n(-c4ccccc4)nc3c2=O)CC1 | 5% | -17% | 0.4 | -1% | -0.1 | 4 | 14% | -3% | 2
N#Cc1cnn2ccn(C3OC(CO)C(O)C3O)c12 (configuration not stated) | -3%[57.1 µM] | -8% | 0.6 | 1% | -0.7 | 3 | 6%[57.1 µM] | -3% | -10
Carrying on.
SMILES | TrxR1 substrate | USP1 inh | D2 ag | Pin1 inh | TRHR agonist | TRHR enhancer | rTrxR1 inhibitor | IDH1 R132H inh | D2 antagonist
O=C(NCCN1CCOCC1)c1cc(Br)ccc1Cl | 5% | -1% | -0.5 | 0% | -0.1 | 2 | 30% | 1% | 1
CCN1CCC(=NNC(=O)c2ccco2)CC1 | 9% | -7% | nt | -2% | 1.1 | 7 | -1% | 1% | nt
Cc1ccc(NC(=O)C2CCN(C(=O)c3ccccc3C)CC2)cc1 | 7%[57.1 µM] | -3% | -0.4 | -2% | -0.2 | 4 | 0%[57.1 µM] | 12% | -8
CC(C)(C)CC(=O)N1CCN(Cc2ccc3c(c2)OCO3)CC1 | 6%[2.29 µM] | -16% | -2.3 | 6% | 0.3 | 7 | 9%[2.29 µM] | 5% | -10
O=C(NCCc1ccc(Cl)cc1)/C(=C/c1cccnc1)NC(=O)c1ccccc1 | -5% | -4% | -0.2 | -8% | 0.1 | -1 | 1% | -6% | 21
Cc1ccc(-c2nc(-c3cccnc3)sc2CC(=O)Nc2ccc3nc(C)sc3c2)cc1 | 13% | -24% | 0.4 | 22% | 1.0 | 2 | 11% | 7% | -5
O=C(CCNc1ccc(F)cc1)c1cc2ccccc2o1 | 12%[57.1 µM] | -7% | 0.6 | 4% | 0.2 | -2 | ? | 0% | 0
Cc1cc(C)c(S(=O)(=O)NCc2csc(C)n2)c(C)c1 | 0% | -14% | -0.5 | -6% | -0.3 | -3 | 15% | -2% | -14
CCCCCn1c(=O)[nH]c2cc(C(=O)NCc3ccc(C)cc3)ccc2c1=O | 10%[2.29 µM] | -17% | 0.5 | ? | 0.5 | 1 | 8% | -3% | nt
Cc1ccc(CN=C2Nc3ccccc3CS2)cc1 | -4%[57.1 µM] | -21% | -0.2 | -11% | 0.0 | -4 | -6%[57.1 µM] | 6% | -6
CCNC(=O)N1c2ccccc2Sc2ccccc21 | 6% | -5% | 0.5 | -4% | -1.5 | 1 | 18% | 7% | -3
CCOC(=O)C1CCCCN1C(=O)CCc1nnc(-c2ccc3c(c2)OCO3)o1 (configuration not stated) | -3% | -6% | nt | 6% | nt | nt | 8% | 0% | nt
CN(C)S(=O)(=O)N(CC(=O)Nc1ccccc1)c1ccccc1 | 7%[57.1 µM] | -6% | 0.1 | 4% | -0.1 | -2 | 12%[57.1 µM] | 1% | 24
Cc1onc(-c2ccccc2)c1-c1n[nH]c(=S)n1-c1ccccc1Cl | 4%[57.1 µM] | -7% | 0.1 | 8% | 1.2 | -2 | -16%[57.1 µM] | 1% | 18
NC(=O)/C(=C\c1cccnc1)NC(=O)c1ccccc1 | -6% | 1% | 1.2 | -3% | 0.2 | 5 | 3% | -16% | -12
Cn1c(N)c(C(=O)CSc2nc(N)cc(N)n2)c(=O)n(C)c1=O | -1% | -22% | 1.8 | -1% | 0.0 | 4 | 21% | 0% | -16
CCOC(=O)c1sc(/N=C/c2c(C)[nH]n(-c3ccccc3)c2=O)c(C#N)c1C | nt | nt | 4.5 | nt | 16 | 3 | nt | nt | -8
Cc1ccc(-c2nnc(SCC(=O)NC3CCS(=O)(=O)C3)nc2-c2ccc(C)cc2)cc1 (configuration not stated) | 9%[57.1 µM] | -4% | 0.8 | 11% | -0.1 | -5 | 16%[57.1 µM] | 18% | 0
O=C(c1ccc([N+](=O)[O-])cc1)N1CCN(C(=O)c2cccs2)CC1 | -12% | -3% | nt | 1% | 2.2 | -1 | -9% | -2% | nt

Given comma-delimited: part of the list above.
compound,TrxR1 substrate,USP1 inh,D2 ag,Pin1 inh,TRHR agonist,TRHR enhancer,rTrxR1 inhibitor,IDH1 R132H inh,D2 antagonist
CN(C)S(=O)(=O)N(CC(=O)Nc1ccccc1)c1ccccc1,7%[57.1 µM],-6%,0.1,4%,-0.1,-2,12%[57.1 µM],1%,24
Cc1onc(-c2ccccc2)c1-c1n[nH]c(=S)n1-c1ccccc1Cl,4%[57.1 µM],-7%,0.1,8%,1.2,-2,-16%[57.1 µM],1%,18
NC(=O)/C(=C\c1cccnc1)NC(=O)c1ccccc1,-6%,1%,1.2,-3%,0.2,5,3%,-16%,-12
Cn1c(N)c(C(=O)CSc2nc(N)cc(N)n2)c(=O)n(C)c1=O,-1%,-22%,1.8,-1%,0.0,4,21%,0%,-16
CCOC(=O)c1sc(/N=C/c2c(C)[nH]n(-c3ccccc3)c2=O)c(C#N)c1C,nt,nt,4.5,nt,16,3,nt,nt,-8
Cc1ccc(-c2nnc(SCC(=O)NC3CCS(=O)(=O)C3)nc2-c2ccc(C)cc2)cc1 (configuration not stated),9%[57.1 µM],-4%,0.8,11%,-0.1,-5,16%[57.1 µM],18%,0
O=C(c1ccc([N+](=O)[O-])cc1)N1CCN(C(=O)c2cccs2)CC1,-12%,-3%,nt,1%,2.2,-1,-9%,-2%,nt
